ERG Ets-DNA blk: ERG Ets/DNA interaction inhibition; P11308; fluorescence polarization, His-ERG Ets domain / labelled DNA; Potency, µM (doses to about 76.9 µM), for inactives: at the highest dose FP activity, negative = inhibition, hits mostly inhibitors; actives 0.028% (n = 370,000); AID 624246; active = well fitted inhibition curve with a large enough effect in the polarisation, with a control signal flat; inconclusive = small, poorly fitted or top-dose-only effect, or effect the other way, or a change in a side signal; inactive = no such curve, though single readings can be large or run the other way; the % refers to the polarisation;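 also: polarization taken with two DNA probes labelled with fluorescein and Texas red; potency is read from the fitted curve at half-maximal effect; % of control where 0% means no effect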
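His-tagged ERG Ets domain (1 uM in the protein solution; 300mM KCl, 50mM Tris-HCl, 1mM EDTA, 1mM DTT, pH 7.5) received compound, then a probe mix of 5 nM fluorescein-DNA and 100nM Texas-615-DNA. Fluorescence polarization was read for both dyes.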
G9a block: inhibitors of human histone lysine methyltransferase G9a. Q96KQ7. G9a H3K9 monomethylation, AlphaScreen, 2 h. Potency, µM (highest dose often 102 µM), for the others: at the top dose activity, negative = inhibition, most hits filed as inhibitors. actives 8.8% (n = 350,000). AID 504332; also: potency is read from the fitted curve at half-maximal effect; % is scaled to controls: 0 for no effect and ±100 for the full control effect; nearly all actives have a fitted effect of over 75% in size
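Chemiluminescent proximity detection of H3K9 monomethylation, read after 10 min bead incubation in the dark. Reaction: 20 nM G9a, 500 nM biotin-H3K9 peptide, 20 uM SAM cofactor, 2 h, room temperature, following 15 min enzyme-compound preincubation.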
BAZ2B inh: BAZ2B (human) inhibition; actives 4.4% (n = 360,000); AlphaScreen BAZ2B-H3K14Ac peptide displacement; Potency, µM (titrated, usually from 114 µM), without a hit: top-dose activity change, negative = inhibition, actives largely listed as inhibitors; also: potency is read from the fitted curve at half-maximal effect; % is scaled to controls: 0 for no effect and ±100 for the full control effect; nearly all actives have a fitted effect of over 60% in size
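Protein-peptide AlphaScreen: BAZ2B 50 nM, b-H3K14Ac 50 nM, 1x PBS pH 7.4 + 0.01% Tween-20. Preincubation 30 min RT; cpd 30 min RT (top 110 uM); beads 20 min RT, light-protected.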
JMJD2A Tudor: inhibitors of human JMJD2A Tudor domain; AlphaScreen JMJD2A-Tudor / H3K4me3 peptide binding; Potency, µM (series often up to 114 µM), for the others: at the top dose activity change, negative = inhibition, hits mostly inhibitors; actives 4.4% (n = 390,000); AID 504339; also: potency is read from the fitted curve at half-maximal effect; % is scaled to controls: 0 for no effect and ±100 for the full control effect; nearly all actives have a fitted effect of over 50% in size
RGS4 inhibitor: human RGS4 inhibition | actives 0.039% (n = 390,000) | AID 504845 | Transcreener GDP fluorescence polarization, RGS4-accelerated GTP hydrolysis | P49798 | Potency, µM (highest dose often 114 µM), for inactives: top-dose activity change, negative = inhibition, hits mostly inhibitors; also: potency is read from the fitted curve at half-maximal effect; % is scaled to controls: 0 for no effect and ±100 for the full control effect; nearly all actives have a fitted effect of over 75% in size; some results filed as inactive show a strong effect at the top dose
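MLSMR compounds (23 nl, pin-transferred) preincubated 10 min at room temperature with a 500nM (2x) first reagent, then RGS4 at 900nM (2x) plus Transcreener GDP mix added; fluorescence polarization (620/688 nm) read before and after 90 min at 30 °C.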
PI4K2A inh: blocks human PI4K2A kinase activity; Q9BTU6; activity change, negative = inhibition, % at 76.9 µM; actives 0.13% (n = 420,000); purified PI4K2A, ADP-Glo luminescence, 1 h; hits give low values; in the data active = activity change below about -50%; inconclusive = mostly about -30% to -49%;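 also: -100% = wells without enzyme as full effect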
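PI4K2A activity was measured by ADP-Glo luminescence: enzyme (4 ug/mL stock) and phosphatidylinositol (1.2 mM stock) in Tris pH 7.5/MgCl2/EGTA/Triton X-100 buffer were reacted with ATP (300 microM stock) for one hour at ambient temperature.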
HP1b binding inh: HP1-beta chromodomain-methylated histone interaction inhibition | AlphaScreen HP1-beta / biotin-H3K9me3 peptide binding | Potency, µM (titrated, usually from 114 µM), for inactives: top-dose activity change, negative = inhibition, actives largely listed as inhibitors | actives 0.56% (n = 390,000) | AID 540317; also: potency is read from the fitted curve at half-maximal effect; nearly all actives have a fitted effect of over 70% in size; inactives centre near 23
Target sequence (P83916 whole entry, looked up): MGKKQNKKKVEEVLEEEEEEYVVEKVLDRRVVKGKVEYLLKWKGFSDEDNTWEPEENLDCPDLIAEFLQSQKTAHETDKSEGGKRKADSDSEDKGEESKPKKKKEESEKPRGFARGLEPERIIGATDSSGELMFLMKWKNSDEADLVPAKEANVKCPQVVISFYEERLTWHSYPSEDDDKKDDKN
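AlphaScreen: HP1-beta (50 nM) preformed 30 min with biotin-H3(1-18)K9me3 peptide (50 nM) in PBS pH 7.4, 0.01% Tween-20. Compound added for 30 min at RT, then streptavidin donor/nickel chelate acceptor beads (10 ug/mL) for 30 min.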
GLS inh: glutaminase GLS (human) inhibition; O94925; GLS enzymatic activity, qHTS titration; Potency, µM (doses to about 45.5 µM), for the others: top-dose activity change, negative = inhibition, hits mostly inhibitors; actives 0.21% (n = 410,000); AID 624170; also: potency is read from the fitted curve at half-maximal effect; % is scaled to controls: 0 for no effect and ±100 for the full control effect
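hKGA in 45 mM KH2PO4 (pH 8.2), 0.02% Tween-20 with compound, then 1mM L-Glutamine (stock as added) plus glutamate oxidase/HRP/Amplex red coupling mix. Fluorescence read initially and after 30 min at RT; signal change reflects glutamate formation.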
12-LOX inh: ALOX12 (human) lipoxygenase inhibition; P18054; purified 12hLO, xylenol orange hydroperoxide absorbance; Potency, µM (top dose mostly 108 µM), inactives show top-dose activity change, negative = inhibition, most hits filed as inhibitors; actives 1.1% (n = 580,000); also: potency is read from the fitted curve at half-maximal effect; % is scaled to controls: 0 for no effect and ±100 for the full control effect
Target sequence (P18054 whole entry, looked up): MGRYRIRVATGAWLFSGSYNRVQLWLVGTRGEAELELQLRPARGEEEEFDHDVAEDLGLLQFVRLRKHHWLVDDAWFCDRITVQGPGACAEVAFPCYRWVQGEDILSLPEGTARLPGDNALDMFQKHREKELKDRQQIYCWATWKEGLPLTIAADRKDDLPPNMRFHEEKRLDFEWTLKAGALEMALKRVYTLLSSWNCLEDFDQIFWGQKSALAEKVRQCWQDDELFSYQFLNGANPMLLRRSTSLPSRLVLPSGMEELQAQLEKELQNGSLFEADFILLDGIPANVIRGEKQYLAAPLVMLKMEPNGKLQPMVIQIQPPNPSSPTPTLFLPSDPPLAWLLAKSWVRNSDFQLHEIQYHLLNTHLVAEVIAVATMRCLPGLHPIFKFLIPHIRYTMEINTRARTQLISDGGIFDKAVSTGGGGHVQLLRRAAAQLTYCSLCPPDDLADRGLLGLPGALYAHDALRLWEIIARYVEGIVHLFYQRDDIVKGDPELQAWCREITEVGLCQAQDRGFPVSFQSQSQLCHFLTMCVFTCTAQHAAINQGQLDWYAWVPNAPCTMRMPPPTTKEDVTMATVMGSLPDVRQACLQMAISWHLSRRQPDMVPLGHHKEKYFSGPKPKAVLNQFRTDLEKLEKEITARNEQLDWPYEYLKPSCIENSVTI
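Hydroperoxide product was detected by ferrous iron/xylenol orange as the 573 to 405 nm absorbance ratio. Arachidonic acid at 40 uM (final) was turned over for 30 min at room temperature by 150 nM human 12hLO, pH 7.0 Hepes buffer, after 15 min compound preincubation.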
Numbers without * were called inactive; ? = inconclusive; . = not tested or not shown; & = joins results of further samples; [ ] = remark or other dose. Unless noted, calls follow the shape of the dose curve; as a rule, active = well fitted curve in the direction sought with a large enough effect; inconclusive = small, poorly fitted or top-dose-only effect, or another doubt; inactive = no such curve, though single readings can be large; an effect the other way counts as inactive or inconclusive.

compound	HP1b binding inh	G9a block	PI4K2A inh	RGS4 inhibitor	GLS inh	ERG Ets-DNA blk	BAZ2B inh	12-LOX inh	JMJD2A Tudor
COc1cc(C(N)=O)cc(Br)c1OCc1ccccc1	24%	4%[59 µM]	-1	-6%	2%	.	-6%	3%	-14%
CCCCCn1c(=O)[nH]c2cc(C(=O)N3CCN(c4cccc(OC)c4)CC3)ccc2c1=O	26%	-5%[59 µM]	-1	-9%	1%	9%	-1%	0%	-4%
O=C(NCC(c1ccco1)N1CCCC1)c1sc2cc(F)ccc2c1Cl (stereo unspecified)	17%	.	2	-8%	7%	-1%	.	-27%	-17%
CC(=O)Nc1ccc(Nc2nc3c(S(=O)(=O)c4cc(C)ccc4C)nnn3c3ccsc23)cc1	26%	-2%[59 µM]	-3	-4%	-5%	0%	-10%	-16%	-12%
Cn1ccnc1SCCNC(=O)C1CCC(=O)N(Cc2ccc(Cl)cc2)C1 (stereo unspecified)	60%[activator]	10%	0	-2%[56.9 µM]	3%	-7%	-1%	9%	-7%
Cc1cccc(-n2c(=O)[nH]c3c(C(N)=O)nc(C(C)C)nc32)c1	34%	0%[59 µM]	-6	-13%	2%	.	1%	22%	-16%
CCCCC1=CC2=CC(=O)C(C)(OC(=O)CC)C(=O)C2=CN1CCc1c[nH]c2ccccc12 (stereo unspecified)	-6%	8%[59 µM]	-5	-9%	-3%	-2%	-34%	?	?
COc1ccc(-c2csc3ncnc(N4CCN(S(=O)(=O)c5ccc(C)cc5)CC4)c23)cc1	19%	?	0	-4%	5%	10%	1%	0%	-14%
CCc1ccccc1N(CC(=O)N1CCCCCC1)S(C)(=O)=O	28%	.	-1	-9%	-7%	-7%	8%	24%	2%
Cc1cc(-c2ccccc2C(=O)O)on1	51%[activator]	2%[59 µM]	5	-28%	4%	-20%	0%	0%	-26%
CC(C)(C=O)Cc1cc(C(C)(C)C)c(O)c(C(C)(C)C)c1	32%	4%[59 µM]	5&-4	-5%[56.9 µM]	8%	15%	18%	?	-4%
O=C(NCc1ccco1)C(Cc1ccccc1)NS(=O)(=O)c1cccc2nsnc12 (stereo unspecified)	16%	-52%[59 µM]	0	14%	11%	0%	?	-6%	-20%
Cc1cccc(Cl)c1NC(=S)N1CCN(c2ccc([N+](=O)[O-])cn2)CC1	43%[activator]	.	2	?	3%	11%	-1%	86%[activator]	0%
Cc1ccc(OCC(=O)O/N=C(\N)c2cccc([N+](=O)[O-])c2)cc1C	-39%	?	-13	15%	0%	9%	-27%	231%[activator]	-20%
Cn1c(N)c(C(=O)COC(=O)Cc2ccc(Cl)cc2)c(=O)n(C)c1=O	27%	-6%	7	-23%	-8%	1%	3%	2%	-8%
Cn1c(=O)[nH]c(=O)c2c1nc(CN(Cc1ccccc1)Cc1ccccc1)n2CCN1CCOCC1	-6%	58%[activator][59 µM]	9	21%	0%	0%	-33%[57.1 µM]	-8%	-9%
C=CCn1c(CNC(=O)c2cccs2)nnc1SCC(=O)Nc1ccc(C(=O)O)cc1	12%	?	0	-13%	-17%	3%	-8%	?	-25%
Cc1ccccc1NC(=O)NC1(C(=O)NCCCN2CCOCC2)CCCCC1	22%	19%[59 µM]	-3	-9%	5%	-1%	9%	2%	9%
CCCN1CNc2c(c(=O)[nH]c(=S)n2-c2ccc(Cl)cc2)C1	36%[activator]	-48%	-1	-21%	2%	-5%	-1%	?	-2%
Cc1c(Cl)ccc2c(C(O)CBr)cc(-c3ccccc3)nc12 (stereo unspecified)	30%[57 µM]	.	2	31%	-10%	4%	.	?	5%
O=C(O)c1ccc(-c2ccc(/C=C3\NC(=O)N(Cc4ccc(Cl)cc4)C3=O)o2)cc1Cl	32µM*	20µM*	-15	-42%	0%	7%	22µM*	?	32µM*
COc1ccc(C(C#N)(CC(=O)O)c2cnccn2)cc1OC (stereo unspecified)	45%[activator]	3%[2.33 µM]	-2	-4%	2%	5%	2%	1%	-6%
COc1cc(/C=C(/C(=O)c2cccs2)c2nc3ccccc3[nH]2)cc(OC)c1O	?	-1%[12.7 µM]	-16	?	1%	5%	-38%	?	?
Cc1ccc(OCC(=O)Nc2ccc3nc(SCC(=O)N4CCOCC4)sc3c2)cc1C	65%[activator]	9%[59 µM]	0	-10%	2%	-1%	-1%	0%	4%
O=[N+]([O-])c1cccc(-c2nnc(C34CC5CC(CC(C5)C3)C4)o2)c1	25%	-12%[59 µM]	-7	-1%	2%	4%	-34%	-1%	-20%
CCC(C)n1c(=N)c(C(=O)NC2CCCC2)cc2c(=O)n3ccccc3nc21 (stereo unspecified)	10%	-24%[59 µM]	0	-18%	4%	-7%	2%	?	?
C[C@]12CCC(=O)C=C1C=C[C@@H]1[C@@H]2CC[C@@]2(C)[C@H]1CC[C@@]21CCC(=O)O1	20%	-5%	-4&0	26%	8%	-2%	6%	3%&-9%	-4%
Cc1cc(C(=O)N(C)CC(=O)Nc2ccccc2C(F)(F)F)c(C)o1	26%	5%[59 µM]	5	-31%	-5%	6%	6%	0%	-4%
COc1cc(NC(=O)CSc2nccn2C)cc(OC)c1OC	36%[activator]	3%[59 µM]	3	-4%	-2%	-8%	-29%	?	-2%
O=C(NC(=S)Nc1ccc(F)c([N+](=O)[O-])c1)c1ccccc1F	25%	45µM*	-1	-16%	8%	-3%	-34%	-17%	-9%
COc1ccc(/C=C/C(=O)OCC(=O)NCc2ccco2)cc1OC	-5%	23%[59 µM]	-3	-48%	85%[activator]	4%	?	-12%	-26%
O=C1CSC(c2cn(-c3ccccc3)nc2-c2cc3ccccc3oc2=O)N1Cc1ccccc1 (stereo unspecified)	23%	0%	-11	-7%	0%	3%	10%	376%[activator]	-1%
CC(C)CC(=O)Nc1sc2c(c1C(=O)O)CCCCC2	19%	71µM*	1	14%	26%	-12%	?	1%	-19%
CCOc1ccc(CCNC(=O)CCc2c(C)nc3c(c(C)nn3-c3ccc(C)c(C)c3)c2C)cc1	34%	-8%[59 µM]	-3	3%	1%	-6%	-13%	-12%	1%
Cc1cccc(OCC(=O)N2CCC(c3nc4ccccc4o3)CC2)c1C	29%	2%[59 µM]	0	9%	0%	1%	0%	12%&-21%	2%
CCCCNC(=O)c1ccccc1SCC(=O)NC1CCCCCCC1	20%	-13%[12.7 µM]	2	-12%	-7%	-11%	6%	8%	-17%
Cc1cc(C)n2nc(C(=O)OCC(=O)c3ccccc3Cl)nc2n1	32%	?	-3	-15%	-2%	.	-1%	-14%	-9%
Cc1ccccc1NC(=O)NC1CCS(=O)(=O)C1 (stereo unspecified)	3%	28%	-2	5%	3%	-1%	10%	3%	-8%
C(#Cc1ccc(C#CCN2CCOCC2)cc1)CN1CCOCC1	21%	-41%	3	44%	1%	2%	-2%	12%	-16%
CSc1nnc(NC(=O)c2cc3ccccc3oc2=O)s1	41%[activator]	-5%	-9	16%	2%	-9%	6%	2%[57.4 µM]	-8%

Grouped by structure: the compounds so far containing bromine.
compound	HP1b binding inh	G9a block	PI4K2A inh	RGS4 inhibitor	GLS inh	ERG Ets-DNA blk	BAZ2B inh	12-LOX inh	JMJD2A Tudor
COc1cc(C(N)=O)cc(Br)c1OCc1ccccc1	24%	4%[59 µM]	-1	-6%	2%	.	-6%	3%	-14%
Cc1c(Cl)ccc2c(C(O)CBr)cc(-c3ccccc3)nc12 (stereo unspecified)	30%[57 µM]	.	2	31%	-10%	4%	.	?	5%

Quoted at random: 3 records from the list
compound	HP1b binding inh	G9a block	PI4K2A inh	RGS4 inhibitor	GLS inh	ERG Ets-DNA blk	BAZ2B inh	12-LOX inh	JMJD2A Tudor
O=C(NC(=S)Nc1ccc(F)c([N+](=O)[O-])c1)c1ccccc1F	25%	45µM*	-1	-16%	8%	-3%	-34%	-17%	-9%
CCCCCn1c(=O)[nH]c2cc(C(=O)N3CCN(c4cccc(OC)c4)CC3)ccc2c1=O	26%	-5%[59 µM]	-1	-9%	1%	9%	-1%	0%	-4%
COc1ccc(/C=C/C(=O)OCC(=O)NCc2ccco2)cc1OC	-5%	23%[59 µM]	-3	-48%	85%[activator]	4%	?	-12%	-26%

Compound activity as filed in PubChem BioAssay.

An excerpt; count on the stated rates, not on these rows.
